From PubChem BioAssay
UPR XBP1 act: activators of adaptive arm of unfolded protein response (XBP1) | CHO-XBP1 luciferase reporter, IRE1-XBP1 UPR activation, luminescence; percent of tunicamycin response, DMSO as zero | activation, % at 20 µM | 330,000 compounds, 0.33% hits;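 active means versus positive control, 20 µM dose yields 30% or more activation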;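 further: 100% = tunicamycin at 10 µg/mL and 0% = DMSO only wells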
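Material – CHO cell line with stable XBP1 luciferase reporter · Buffer or medium – F12 plus 10% FBS · Compound – single point, 20 µM final compound, 1% DMSO · Schedule – 16-18 h cell attachment at 37 °C, then 6 h compound exposure · Signal – Steady-Glo luminescence read · Benchmarks – high control tunicamycin 10 µg/mL final, low control DMSO vehicle only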
APJ antagonist: antagonists of human APJ apelin receptor; AID 2521; CHO-K1 APJ beta-arrestin complementation, luminescence; P35414; inhibition, % at 20 µM; 330,000 compounds, 0.32% hits;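 active means inhibition above about 40% at 20 µM, limit read from the data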;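 further: cells challenged with 10 nM apelin-13 agonist together with compound; plate controls were apelin-13 plus DMSO wells for no effect and DMSO wells lacking apelin-13 for full effect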
Mdm2-MdmX inh: human Mdm2/MdmX binding inhibition; O15151+Q00987; AID 485346; 330,000 compounds, 3% hits; inhibition, % at 8 µM; SaOS-2 split-luciferase Mdm2/MdmX complementation, luminescence;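 active means inhibition of at least 50% at 8 µM in the primary screen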
UPR CHOP act: activators of apoptotic arm of unfolded protein response (CHOP) | CHO-CHOP luciferase reporter, UPR activation, luminescence; percent of tunicamycin response over DMSO baseline | activation, % at 10 µM | 330,000 compounds, 0.34% hits | AID 449763;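 active means at 10 µM dose, activation of 40% or more, normalized to positive control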;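 further: 100% = tunicamycin at 10 µg/mL and 0% = DMSO alone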
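System: CHO-CHOP luciferase reporter cell line; amount: 500 cells/well; buffer or medium: F12 medium containing 10% fetal bovine serum; incubation: 6 h compound exposure at 37 °C after overnight seeding; measured by: luciferase luminescence after 10 min with Steady-Glo reagent; evaluation: % reporter activation, DMSO baseline versus tunicamycin full activation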
CXCR6 inh: inhibitors of human CXCR6 receptor; inhibition, % at 20 µM; 360,000 compounds, 0.36% hits; O00574; AID 602244; CHO-K1 PathHunter CXCR6 beta-arrestin, luminescence; in the data active means inhibition above about 34%, passing the limit was not always enough;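 further: antagonist mode with CXCL16 agonist at 10 nM final; 0% = 10 nM CXCL16 with DMSO and 100% = unstimulated wells without agonist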
Target sequence (O00574 whole entry, looked up): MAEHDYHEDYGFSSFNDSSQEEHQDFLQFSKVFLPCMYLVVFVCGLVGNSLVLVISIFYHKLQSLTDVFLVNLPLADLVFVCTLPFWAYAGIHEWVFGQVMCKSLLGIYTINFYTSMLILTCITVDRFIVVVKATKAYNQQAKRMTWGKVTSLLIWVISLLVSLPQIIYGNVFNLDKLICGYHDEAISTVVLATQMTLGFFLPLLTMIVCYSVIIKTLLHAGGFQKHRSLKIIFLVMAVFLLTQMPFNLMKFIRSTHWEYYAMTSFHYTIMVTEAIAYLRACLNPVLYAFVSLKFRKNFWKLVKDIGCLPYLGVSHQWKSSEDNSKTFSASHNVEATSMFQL
APJ ag: agonists of human APJ apelin receptor; P35414; activation, % at 20 µM; CHO-K1 APJ PathHunter beta-arrestin, luminescence; 0% DMSO wells, 100% apelin; 330,000 compounds, 0.11% hits; AID 2520;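 active means activation more than six SD over the plate average, tested at 20 µM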;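 further: 0% = DMSO alone and 100% = apelin-13 at 10 nM; some results filed as inactive read as strong as hits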
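Test system: CHO-K1 APJ beta-arrestin complementation cell line | Compound: Single test compound dose, 20 µM final, 1% DMSO | Incubation: Compound 90 min 25 °C, reagent 1 h | Measured by: beta-gal luminescence | Read-out basis: APJ–arrestin association signal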
EBI2 antag: blocks human EBI2 receptor beta-arrestin signaling; EBI2 beta-arrestin recruitment, luminescence, 7a,25-OHC stimulated; inhibition, % at 5 µM; 360,000 compounds, 0.81% hits; AID 651636; in the data active means inhibition above about 38%;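 further: enzyme fragment complementation signal reports receptor beta-arrestin coupling in cells; 0% = agonist plus DMSO wells and 100% = wells without agonist; some results beyond the cut were filed as inactive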
Target sequence (P32249 whole entry, looked up, the tested form may be a part): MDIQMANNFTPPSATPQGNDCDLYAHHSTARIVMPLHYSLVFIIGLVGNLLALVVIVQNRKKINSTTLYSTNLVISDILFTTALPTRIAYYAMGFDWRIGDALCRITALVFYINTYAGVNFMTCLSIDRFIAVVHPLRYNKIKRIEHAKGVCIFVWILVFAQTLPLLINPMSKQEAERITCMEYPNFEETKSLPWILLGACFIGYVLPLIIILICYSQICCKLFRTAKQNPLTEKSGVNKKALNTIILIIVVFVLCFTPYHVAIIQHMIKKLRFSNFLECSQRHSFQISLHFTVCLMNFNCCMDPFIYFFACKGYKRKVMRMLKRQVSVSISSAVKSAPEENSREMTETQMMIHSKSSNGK
tim23-1 inh: tim23-1 yeast growth inhibition; S. cerevisiae tim23-1 growth, BacTiter-Glo luminescence, 24 h; inhibition, % at 20 µM; 330,000 compounds, 1.3% hits; AID 463212;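 active means growth inhibition of the mutant yeast at or above 50%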;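 further: temperature-sensitive mutant grown at 25 °C; plate controls were DMSO-treated mutant yeast for no effect and medium wells lacking yeast for full effect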
CCR6 antagonist: antagonists of human CCR6 receptor | P51684 | CHO-K1 CCR6 PathHunter beta-arrestin, luminescence, CCL20-stimulated | inhibition, % at 20 µM | 340,000 compounds, 0.49% hits | AID 493098;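 active means compounds whose inhibition of the agonist-driven luminescence signal at 20 µM reaches about 50%, limit read from the data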;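 further: cells stimulated with CCL20 at 14 nM final; plate controls were DMSO with CCL20 for no effect and DMSO without agonist for full effect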
Target sequence (P51684 whole entry, looked up): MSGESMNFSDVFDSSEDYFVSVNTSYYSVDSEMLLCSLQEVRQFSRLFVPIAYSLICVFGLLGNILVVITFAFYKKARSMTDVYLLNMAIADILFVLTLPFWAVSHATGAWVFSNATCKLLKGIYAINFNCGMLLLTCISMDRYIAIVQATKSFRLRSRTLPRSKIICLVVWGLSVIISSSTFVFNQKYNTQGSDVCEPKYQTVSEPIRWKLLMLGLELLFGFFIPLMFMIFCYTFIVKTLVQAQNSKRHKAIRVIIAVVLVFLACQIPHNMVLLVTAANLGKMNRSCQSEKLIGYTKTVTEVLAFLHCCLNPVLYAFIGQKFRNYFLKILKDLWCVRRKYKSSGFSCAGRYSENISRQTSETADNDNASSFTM
Starred values were filed as active, the others as inactive.

The opening 8 compounds (preview)
[1] COc1ccc(NC(=O)N(C)C[C@H]2Oc3c(NC(=O)Nc4c(C)noc4C)cccc3C(=O)N([C@H](C)CO)C[C@@H]2C)cc1
[2] O=C(Nc1ccccc1)N(Cc1cccs1)C1CCCC1
[3] COc1cccc(NC(=O)C(C#N)Cc2ccncc2)c1 (configuration not stated)
[4] COC(=O)Cc1ccc(NC(=S)NCc2ccc(S(N)(=O)=O)cc2)cc1
[5] NNC(=O)CSc1ncc(-c2ccccc2)[nH]1
[6] O=C(O)c1cc2cccc(S(=O)(=O)N3CCOCC3)c2cc1O
[7] CCCCC[C@H]1CN(CCCC)C(=O)[C@@H]1CC(=O)NCc1ccccc1
[8] O=C(Nc1ccccc1)NC1(C(=O)N2CCN(C(=O)c3ccco3)CC2)CCCCC1

entry no.,1,2,3,4,5,6,7,8
UPR XBP1 act,-4,-1,-2,-1,3,0,-2,-2
APJ antagonist,10,4,-8,6,-3,-5,-76,15
Mdm2-MdmX inh,-19,-9,6,7,6,6,-24,5
UPR CHOP act,0.0,1.2,-1.0,-1.0,2.2,-2.4,2.0,-1.5
CXCR6 inh,-4,3,2,-3,2,1,-4,-5
APJ ag,-3,-1,-2,-3,-2,-4,3,2
EBI2 antag,-10,2,2,-4,0,0,-7,-11
tim23-1 inh,-2,32,12,-3,-2,9,26,15
CCR6 antagonist,3,6,2,7,14,-2,16,5

All compounds of this part, from the first entry:
[1] COc1ccc(NC(=O)N(C)C[C@H]2Oc3c(NC(=O)Nc4c(C)noc4C)cccc3C(=O)N([C@H](C)CO)C[C@@H]2C)cc1
[2] O=C(Nc1ccccc1)N(Cc1cccs1)C1CCCC1
[3] COc1cccc(NC(=O)C(C#N)Cc2ccncc2)c1 (configuration not stated)
[4] COC(=O)Cc1ccc(NC(=S)NCc2ccc(S(N)(=O)=O)cc2)cc1
[5] NNC(=O)CSc1ncc(-c2ccccc2)[nH]1
[6] O=C(O)c1cc2cccc(S(=O)(=O)N3CCOCC3)c2cc1O

entry no.,1,2,3,4,5,6
UPR XBP1 act,-4,-1,-2,-1,3,0
APJ antagonist,10,4,-8,6,-3,-5
Mdm2-MdmX inh,-19,-9,6,7,6,6
UPR CHOP act,0.0,1.2,-1.0,-1.0,2.2,-2.4
CXCR6 inh,-4,3,2,-3,2,1
APJ ag,-3,-1,-2,-3,-2,-4
EBI2 antag,-10,2,2,-4,0,0
tim23-1 inh,-2,32,12,-3,-2,9
CCR6 antagonist,3,6,2,7,14,-2

[7] CCCCC[C@H]1CN(CCCC)C(=O)[C@@H]1CC(=O)NCc1ccccc1
[8] O=C(Nc1ccccc1)NC1(C(=O)N2CCN(C(=O)c3ccco3)CC2)CCCCC1
[9] Cc1cccc(Cn2nc(C(C)(C)C)cc2C(=O)Nc2ccc(F)cc2)c1
[10] CCCc1cc(=O)[nH]c(SCC(=O)NCc2ccc3c(c2)OCO3)n1
[11] COc1cc(C2NC(=O)NC(c3ccccc3)=C2C(C)=O)ccc1OCC(=O)O (configuration not stated)
[12] CCOC(=O)c1c(NC(=O)CSc2nc3cccnc3n2C)sc(C(C)=O)c1C

entry no.,7,8,9,10,11,12
UPR XBP1 act,-2,-2,0,-2,-1,3
APJ antagonist,-76,15,-6,10,4,8
Mdm2-MdmX inh,-24,5,87*,-22,6,24
UPR CHOP act,2.0,-1.5,0.0,0.6,-0.4,-0.7
CXCR6 inh,-4,-5,6,-1,-8,2
APJ ag,3,2,12,-1,-2,-5
EBI2 antag,-7,-11,7,-5,1,15
tim23-1 inh,26,15,36,-2,-4,-10
CCR6 antagonist,16,5,-9,-3,-10,8

[13] CCN(CC)CCCn1c(C)cc2c(c1=O)C(c1cc(OC)c(OC)cc1OC)C(C#N)=C(N)O2 (configuration not stated)
[14] CNC(=O)COC(=O)/C=C/c1ccc(F)cc1
[15] CC(=O)Nc1ccccc1NC(=O)C/C(C)=N/NC(=O)c1ccc([N+](=O)[O-])c(Cl)c1
[16] Cc1cc(C)c2c(c1)/C(=C/C(=O)c1ccc(Br)s1)C(=O)N2
[17] CC(C)OC(=O)c1c(N)n(CCCN2CCOCC2)c2nc3ccccc3nc12
[18] COc1ccc(Nc2c3c(nc4ccccc24)CCCC3)cc1OC

entry no.,13,14,15,16,17,18
UPR XBP1 act,-6,4,-2,-9,0,-2
APJ antagonist,-12,-16,-23,-2,9,-13
Mdm2-MdmX inh,11,8,-12,96*,11,25
UPR CHOP act,-3.0,0.9,0.0,-9.4,-1.0,0.2
CXCR6 inh,-4,0,-12,9,1,1
APJ ag,-1,3,-1,2,1,-5
EBI2 antag,-2,-4,-13,74*,-1,-10
tim23-1 inh,7,10,-2,74*,5,21
CCR6 antagonist,17,-4,-13,15,15,23

[19] Cc1nnc(SCC(=O)NNC(=O)C(C)C)[nH]c1=O
[20] Cc1ccc(Cl)cc1N1CCN(C(=O)Cc2c(C(=O)O)[nH]c3ccc(Cl)cc23)CC1
[21] CC(C)(C)c1nnc(NC(=O)Nc2ccc(Cl)cc2)s1
[22] Nc1cc(N)nc(SCCOc2ccccc2)n1
[23] COC(=O)c1ccccc1-c1ccc(/C=N/Nc2nc(N3CCCC3)nc(N3CCCC3)n2)o1
[24] Cc1ccc(N2CCN(C3=NC(=O)/C(=C\c4cn[nH]c4-c4ccccc4)S3)CC2)cc1

entry no.,19,20,21,22,23,24
UPR XBP1 act,-1,-5,4,2,-2,-1
APJ antagonist,5,9,6,1,18,-27
Mdm2-MdmX inh,2,19,19,-13,47,26
UPR CHOP act,1.2,1.2,4.5,1.0,8.4,-0.3
CXCR6 inh,4,-2,1,5,6,-7
APJ ag,0,-2,3,-5,4,-3
EBI2 antag,-1,6,0,3,-26,6
tim23-1 inh,13,15,14,8,45,-23
CCR6 antagonist,8,12,-10,3,-6,8

[25] COc1ccc(C2=NS(=O)(=O)N(C)C(C(=O)NC3CCCCC3)=C2)cc1OC
[26] COc1ccc(CCNC(=O)CSc2nc3[nH]ncc3c(=O)n2-c2ccc(Cl)cc2Cl)cc1OC
[27] CC(=O)c1ccc(NC(=O)CSC(C)C)cc1
[28] O=c1[nH]c(=O)n(Cc2ccco2)c2c1C(C(F)(F)F)(C(F)(F)F)N=C(CCC1CCCCC1)N2
[29] CN(C)c1ccc(C(C#N)c2ccccc2)nn1 (configuration not stated)
[30] Cc1cccc(C)c1OCC(=O)Nc1ccncc1

entry no.,25,26,27,28,29,30
UPR XBP1 act,-2,-1,10,43*,-2,-2
APJ antagonist,14,-5,-60,-17,2,1
Mdm2-MdmX inh,23,-6,-46,62*,3,20
UPR CHOP act,0.2,-0.3,0.6,10,0.5,0.2
CXCR6 inh,1,6,-2,-3,3,-2
APJ ag,-5,-2,2,4,-1,2
EBI2 antag,-1,1,-12,2,-2,-2
tim23-1 inh,-5,5,6,-21,-3,13
CCR6 antagonist,16,13,-29,4,7,-9

[31] COc1ccccc1NC(=O)C12CCC(C)(C(=O)C1)C2(C)C (configuration not stated)
[32] CN1CCN(c2ccc([N+](=O)[O-])c(Sc3nc4ccccc4[nH]3)c2)CC1
[33] Cc1ccnc(NC(=O)c2cccc([N+](=O)[O-])c2C)c1
[34] Cc1cccc(C)c1NC(=O)CN1N=NC2C(=O)N(c3cccc(Cl)c3)C(=O)C21 (configuration not stated)
[35] O=C(N1CCCC1)C12CC3CCC(CC(C3)C1)C2
[36] Cc1cccc(CC(C)NC(=O)CCc2nnc(-c3ccccc3)o2)n1 (configuration not stated)

entry no.,31,32,33,34,35,36
UPR XBP1 act,-2,-2,0,5,0,0
APJ antagonist,-1,19,1,-15,-12,-14
Mdm2-MdmX inh,-6,5,-7,9,-11,0
UPR CHOP act,-2.3,4.5,-0.6,1.3,-1.9,9.5
CXCR6 inh,8,7,-3,-1,-3,-9
APJ ag,1,-3,-2,0,-1,0
EBI2 antag,-2,-2,-6,1,4,-5
tim23-1 inh,13,-12,18,12,16,4
CCR6 antagonist,1,15,6,-6,15,9

[37] Cc1ccc(S(=O)(=O)Nc2cccc(Cl)c2)cc1NC(=O)c1cccnc1
[38] CCCOC1CCCN(C(=O)CCc2nnc(-c3ccc4c(c3)OCO4)o2)C1 (configuration not stated)
[39] Brc1ccsc1-c1csc(-c2ccncc2)n1
[40] O=C(O)c1ccccc1C(=O)c1ccc2c(c1)N(Cc1ccc(Cl)c(Cl)c1)C(=O)CO2
[41] CC(C)Nc1nc(C#N)nc(NC(C)C)n1
[42] Cc1ccc(C(=O)N/C(=C\c2ccco2)C(=O)NCCN2CCCCC2)cc1C

entry no.,37,38,39,40,41,42
UPR XBP1 act,-1,1,9,-1,2,7
APJ antagonist,-7,4,1,13,15,7
Mdm2-MdmX inh,16,-33,-37,19,-9,-7
UPR CHOP act,0.2,3.6,5.1,2.0,-1.7,0.6
CXCR6 inh,3,3,-5,14,0,7
APJ ag,-1,-4,-1,-3,-1,-1
EBI2 antag,-1,5,-4,5,7,-2
tim23-1 inh,17,7,-138,11,3,0
CCR6 antagonist,3,3,2,7,-3,8

[43] O=C(COc1cccnc1[N+](=O)[O-])c1ccc(Cl)s1
[44] O=C(O)c1cccc(NCc2cccnc2)c1
[45] C=CCc1ccccc1OCCNCc1ccccc1
[46] COc1ccc2c(/C=C/c3cc[n+](C)cc3)c[nH]c2c1
[47] COc1ccccc1N1CCN(S(=O)(=O)CCNC(=O)CC2CCCCC2)CC1
[48] Cc1nnc(SCC(=O)N2CCCC2)n(N)c1=O

entry no.,43,44,45,46,47,48
UPR XBP1 act,0,0,-4,-1,-3,1
APJ antagonist,-29,-17,-1,-51,9,-6
Mdm2-MdmX inh,-3,19,12,22,23,-22
UPR CHOP act,2.0,-5.0,-0.6,-1.0,-0.9,2.6
CXCR6 inh,-2,-3,3,-9,-9,2
APJ ag,-4,-5,-3,1,-3,-4
EBI2 antag,-2,-6,9,-20,-5,-3
tim23-1 inh,0,7,1,-18,2,13
CCR6 antagonist,8,-9,0,1,4,16

[49] Cc1[nH]n2c(=O)c3c(nc2c1-c1ccc(F)cc1)CCCC3
[50] CCOC(=O)c1cc(-c2cccnc2)nn1-c1ccccc1C
[51] O=C(Nc1ccccc1N1CCCC1)C1CCN(S(=O)(=O)c2ccccc2)CC1
[52] O=C(O)CC1c2ccccc2C=Cc2ccccc21
[53] O=C(COC(=O)c1ncc(Cl)c(Cl)c1Cl)NCc1ccccc1
[54] CN(C(=O)c1ccco1)c1nnc(-c2ccc(F)cc2)s1
[55] CN(C)CC(C)(C)CNc1ccc(S(=O)(=O)N2CCCC2)cn1

entry no.,49,50,51,52,53,54,55
UPR XBP1 act,1,0,1,-1,0,11,-1
APJ antagonist,0,8,-8,12,-1,2,3
Mdm2-MdmX inh,26,14,19,-5,11,-69,22
UPR CHOP act,5.2,-1.7,0.7,0.8,-3.1,5.5,1.9
CXCR6 inh,0,-5,1,-7,-8,12,-5
APJ ag,0,-3,-2,1,-3,2,-4
EBI2 antag,8,-9,-3,-5,-6,4,2
tim23-1 inh,4,6,5,22,11,13,-2
CCR6 antagonist,10,5,10,-5,-21,5,6

Not all compounds are listed (hit frequency here may not be typical).
